# PI4K2A block = PI4K2A (human) kinase inhibition. 420,000 tested, 0.13% active. Q9BTU6. purified PI4K2A, ADP-Glo luminescence, 1 h; active compounds read low. activity change, negative = inhibition, % at 76.9 µM; in the data active means activity change below about -50%; inconclusive means mostly about -30% to -49%;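 further: -100% = wells without enzyme as full effect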
#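 ADP-Glo luminescence measured ADP generated by PI4K2A enzyme (4 ug/mL before mixing) with 1.2 mM PI substrate (pre-mix) and 300 microM ATP (pre-mix). Tris pH7.5 buffer with MgCl2, Triton X-100; 1 h reaction at ambient temperature.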
# JMJD2A Tudor = blocks the human JMJD2A Tudor domain; O75164; AlphaScreen JMJD2A-Tudor / H3K4me3 peptide binding; Potency, µM (top dose mostly 114 µM), inactives show at the highest dose activity change, negative = inhibition, hits mostly inhibitors; 390,000 tested, 4.4% active; further: potency means the concentration at half of the fitted maximal effect; on the % scale 0 is the no-effect control and ±100 the full control effect; nearly all actives have a fitted effect of over 50% in size
# Target sequence (O75164 whole entry, looked up, the tested form may be a part): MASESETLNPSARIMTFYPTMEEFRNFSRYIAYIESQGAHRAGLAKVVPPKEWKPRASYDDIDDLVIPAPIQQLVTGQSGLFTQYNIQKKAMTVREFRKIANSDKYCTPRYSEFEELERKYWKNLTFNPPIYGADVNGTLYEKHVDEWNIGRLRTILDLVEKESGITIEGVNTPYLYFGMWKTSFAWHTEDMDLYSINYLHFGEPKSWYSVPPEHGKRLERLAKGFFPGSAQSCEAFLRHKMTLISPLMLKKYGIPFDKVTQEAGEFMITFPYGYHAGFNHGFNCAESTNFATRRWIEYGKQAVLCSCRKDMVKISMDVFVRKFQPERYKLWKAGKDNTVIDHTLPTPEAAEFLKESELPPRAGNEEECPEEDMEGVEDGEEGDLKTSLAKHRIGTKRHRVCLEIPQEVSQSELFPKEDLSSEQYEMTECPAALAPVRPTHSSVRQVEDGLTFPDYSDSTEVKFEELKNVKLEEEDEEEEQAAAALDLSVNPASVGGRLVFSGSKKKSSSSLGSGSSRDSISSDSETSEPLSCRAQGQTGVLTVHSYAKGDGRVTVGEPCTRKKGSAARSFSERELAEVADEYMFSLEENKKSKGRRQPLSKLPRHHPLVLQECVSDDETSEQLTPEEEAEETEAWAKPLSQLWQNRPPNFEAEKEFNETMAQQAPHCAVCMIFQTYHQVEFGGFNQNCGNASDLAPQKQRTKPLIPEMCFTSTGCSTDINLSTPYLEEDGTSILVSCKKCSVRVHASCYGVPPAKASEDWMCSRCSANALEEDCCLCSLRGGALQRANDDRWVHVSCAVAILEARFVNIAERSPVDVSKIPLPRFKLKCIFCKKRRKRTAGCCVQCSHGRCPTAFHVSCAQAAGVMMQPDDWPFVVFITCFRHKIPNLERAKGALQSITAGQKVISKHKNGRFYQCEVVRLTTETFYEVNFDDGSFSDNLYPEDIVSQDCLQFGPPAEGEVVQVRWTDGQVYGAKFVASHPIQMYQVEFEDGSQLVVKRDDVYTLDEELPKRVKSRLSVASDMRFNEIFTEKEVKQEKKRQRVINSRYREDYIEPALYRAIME
# Tb PGK inh = inhibitors of T. brucei phosphoglycerate kinase; PGK/GAPDH coupled, Kinase-Glo luminescence, 60 min; Potency, µM (doses to about 57.5 µM), without a hit: at the highest dose activity change, negative = inhibition, most hits filed as inhibitors; 380,000 tested, 0.043% active; further: potency means the concentration at half of the fitted maximal effect; on the % scale 0 is the no-effect control and ±100 the full control effect; nearly all actives have a fitted effect of over 60% in size
#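 Luminescent ATP detection (Kinase-Glo Plus) follows a 60-minute room-temperature incubation, with wells lacking PGK as controls. Buffer: 100 mM TEA (pH 7.6), 5 mM MgCl2, 0.01% Tween-20. Coupling enzyme GAPDH (100 nM final) supplies unstable 1,3-BPG in-well.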
# G9a inh = inhibitors of human histone lysine methyltransferase G9a. AID 504332. Potency, µM (highest dose often 102 µM), for the others: at the highest dose activity, negative = inhibition, usual class: inhibitors. 350,000 tested, 8.8% active. G9a H3K9 monomethylation, AlphaScreen, 2 h. Q96KQ7; further: potency means the concentration at half of the fitted maximal effect; on the % scale 0 is the no-effect control and ±100 the full control effect; nearly all actives have a fitted effect of over 75% in size
#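 Signal arises when biotinylated H3K9 peptide, once monomethylated, bridges streptavidin donor and antibody-captured acceptor beads. Enzyme at 20 nM was preincubated 15 min with test compounds; peptide 500 nM and SAM 20 uM then reacted for 2 h.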
# BAZ2B inh = inhibitors of human BAZ2B bromodomain | Q9UIF8 | AlphaScreen BAZ2B-H3K14Ac peptide displacement | Potency, µM (titrated, usually from 114 µM), without a hit: at the highest dose activity change, negative = inhibition, most hits filed as inhibitors | 360,000 tested, 4.4% active; further: potency means the concentration at half of the fitted maximal effect; on the % scale 0 is the no-effect control and ±100 the full control effect; nearly all actives have a fitted effect of over 60% in size
#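 Inhibition is scored as reduced AlphaScreen emission. The BAZ2B/b-H3(5-23)K14Ac complex (50 nM each) in PBS pH 7.4, 0.01% Tween-20 meets compound (up to 110 uM) for 30 min at RT before bead addition.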
# ERG-DNA inh = blocks human ERG Ets domain binding to DNA; AID 624246; Potency, µM (series often up to 76.9 µM), without a hit: top-dose FP activity, negative = inhibition, most hits filed as inhibitors; 370,000 tested, 0.028% active; fluorescence polarization, His-ERG Ets domain / labelled DNA; active means well fitted inhibition curve with a large enough effect in the polarisation, with a control signal flat; inconclusive means small, poorly fitted or top-dose-only effect, or effect the other way, or a change in a side signal; inactive means no such curve, though single readings can be large or run the other way; the % refers to the polarisation;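 further: polarization taken with two DNA probes labelled with fluorescein and Texas red; potency means the concentration at half of the fitted maximal effect; % of control where 0% means no effect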
#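 His-tagged ERG Ets domain (1 uM in the protein solution; 300mM KCl, 50mM Tris-HCl, 1mM EDTA, 1mM DTT, pH 7.5) received compound, then a probe mix of 5 nM fluorescein-DNA and 100nM Texas-615-DNA. Fluorescence polarization was read for both dyes.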
# Pin1 inh = human Pin1 inhibition; Q13526; Pin1 FP peptide displacement, HiFluor488, 10 min; Potency, µM (top dose mostly 115 µM), without a hit: top-dose activity, negative = inhibition, most hits filed as inhibitors; 390,000 tested, 0.009% active; active means well fitted inhibition curve with a large enough effect in the polarisation, with a control signal flat, not every such curve was filed as active; inconclusive means small, poorly fitted or top-dose-only effect, or effect the other way, or a change in a side signal; inactive means no such curve, though single readings can be large or run the other way; the % refers to the polarisation; further: potency means the concentration at half of the fitted maximal effect; on the % scale 0 is the no-effect control and ±100 the full control effect
# HP1b binding inh = blocks HP1-beta chromodomain binding to methylated histone tails; AlphaScreen HP1-beta / biotin-H3K9me3 peptide binding; Potency, µM (highest dose often 114 µM), without a hit: top-dose activity change, negative = inhibition, hits mostly inhibitors; 390,000 tested, 0.56% active; P83916; AID 540317; further: potency means the concentration at half of the fitted maximal effect; nearly all actives have a fitted effect of over 70% in size; inactives centre near 23
#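 HP1-beta protein (50 nM final) preincubated 30 min at room temperature with biotinylated H3(1-18)K9me3 peptide (50 nM) in PBS pH 7.4, 0.01% Tween-20, then compound added for 30 min. AlphaScreen streptavidin donor/nickel chelate acceptor beads (10 ug/mL final), 30 min dark, luminescence read.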
# GLS inh = blocks human kidney-isoform glutaminase activity | O94925 | GLS enzymatic activity, qHTS titration | Potency, µM (series often up to 45.5 µM), for inactives: at the highest dose activity change, negative = inhibition, most hits filed as inhibitors | 410,000 tested, 0.21% active | AID 624170; further: potency means the concentration at half of the fitted maximal effect; on the % scale 0 is the no-effect control and ±100 the full control effect
#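 Assay buffer: 45 mM KH2PO4 pH 8.2, 0.02% Tween-20. hKGA acts on L-glutamine (1 mM solution added); product glutamate is reported by an oxidase/peroxidase Amplex Red coupling, with fluorescence taken at baseline and 30 min.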
# * hit, by the source's call; i = inactive; u = inconclusive; x = not tested or not shown; & = joins results of further samples; [ ] = another dose, or the depositor's remark. Unless noted, the call rests on the fitted dose curve; in most records, active means well fitted curve in the direction sought with a large enough effect; inconclusive means small, poorly fitted or top-dose-only effect, or another doubt; inactive means no such curve, though single readings can be large; an effect the other way counts as inactive or inconclusive. Only part of the results is shown. The share of hits here may be higher or lower than overall.
SMILES,PI4K2A block,JMJD2A Tudor,Tb PGK inh,G9a inh,BAZ2B inh,ERG-DNA inh,Pin1 inh,HP1b binding inh,GLS inh
O=C1NC(=O)C(CCc2ccncc2)(CCc2ccncc2)C(=O)N1C1CCCCC1,u,3%,-5%,x,-4%,3%,4%,52%[activator],-8%
NC(=O)C(CC(=O)O)NC(=O)[C@@H]1CCOc2c(I)cc([N+](=O)[O-])cc2C(=O)N[C@@H](CO)C(=O)N[C@@H](Cc2ccc(O)cc2)C(=O)N1 (stereo partly drawn),-3,50µM*,u,22µM*,u,-7%,u,-12%,u
CCC1CN1P(=S)(N1CC1CC)N1CC1CC (stereo not drawn),0,0%,2%,x,x,-6%,3%,23%,19%
O=[N+]([O-])NC1=NCCN1Cc1ccc(Cl)nc1,6,u,-9%,x,19%,1%,-6%,28%,-10%&-2%
O=C(O)c1ccc(Cl)nc1,-3,u,-9%,3%[59 µM],-9%,-1%,-15%,26%,38%[activator]
Cc1cc2c(s1)NC(=O)CN=C2c1cccs1,2,-12%,1%,15%[59 µM],-24%,-1%,1%,22%,5%
CN1CCc2nc3ccc(F)cc3c(C(N)=O)c2C1,5,-12%,3%,64%[activator][59 µM],-25%,-3%,-1%,17%,13%
Cc1nn(Cc2ccccc2)c(C)c1C(=O)OCC(=O)NCc1ccco1,3,2%,2%,u,-18%,0%,3%,15%,10%
O=C(c1ccc(Cl)cc1)C1CCCN(Cc2ccon2)C1 (stereo not drawn),-1,-9%,i,5%,0%,-5%,-8%,19%,0%
Oc1c(Br)cc(Br)cc1CN1CCN(Cc2ccccc2)CC1,-6,20µM*,-9%,45µM*,79µM*,0%,-1%,-9%,62%[activator]
COC(=O)CC1=C(C(=O)OC)C2(C(=O)Nc3c(C)cccc32)C(C#N)=C(N)O1 (stereo not drawn),1,-2%,-7%,u,-27%,-10%,-6%,33%,-2%
O=[N+]([O-])c1cccc(CN2CCN(Cc3ccc(Cl)cc3)CC2)c1,-7,0.79µM*,-6%,3.5µM*,20µM*,8%,-3%,u,1%
CC(O)CNc1ccc([N+](=O)[O-])c2cccnc12 (stereo not drawn),-3,-10%,-1%,u,-11%,2%,-1%,12%,-5%
CC(C)(C)c1nc(N2CCN(C(=O)c3ccco3)CC2)c2nnn(Cc3ccccc3Cl)c2n1,4,-29%,-8%,u,u,3%,5%,-3%,-1%
C=CCn1c(O)c(C(C)=NCCN2CCN(C(=S)NC)CC2)c(=O)[nH]c1=O,-1,-9%,-1%,20%[59 µM],-3%,6%,2%,46%[activator],-2%

# Compound profiles, from the list above. Screens in order: PI4K2A block	JMJD2A Tudor	Tb PGK inh	G9a inh	BAZ2B inh	ERG-DNA inh	Pin1 inh	HP1b binding inh	GLS inh
# O=[N+]([O-])NC1=NCCN1Cc1ccc(Cl)nc1 is listed as 6	u	-9%	x	19%	1%	-6%	28%	-10%&-2%
# Cc1nn(Cc2ccccc2)c(C)c1C(=O)OCC(=O)NCc1ccco1 is listed as 3	2%	2%	u	-18%	0%	3%	15%	10%
# Oc1c(Br)cc(Br)cc1CN1CCN(Cc2ccccc2)CC1 is listed as -6	20µM*	-9%	45µM*	79µM*	0%	-1%	-9%	62%[activator]
# CCC1CN1P(=S)(N1CC1CC)N1CC1CC (stereo not drawn) is listed as 0	0%	2%	x	x	-6%	3%	23%	19%

# (continued)
SMILES,PI4K2A block,JMJD2A Tudor,Tb PGK inh,G9a inh,BAZ2B inh,ERG-DNA inh,Pin1 inh,HP1b binding inh,GLS inh
Nc1nc(F)nc2c1ncn2[C@@H]1O[C@H](CO)[C@@H](O)[C@@H]1O,-5&1,-6%,i,7%,7%,-15%,-7%,51%[activator],2%
CN1CCN(Cc2cn(C)c3ccccc23)CC1CCO (stereo not drawn),-5,-10%,8%,x,3%,0%,3%,44%[activator],2%
CC(C)c1ccc2c(c1)C(N1CCNCC1)Cc1ccc(F)cc1S2 (stereo not drawn),2,u,0%,x,x,7%,-2%,6%,13%
Cc1ccc(Cl)cc1N1CCN(C(=O)c2cn(C)c(=O)c3c2c2ccccc2n3C)CC1,-7,u,-3%,u,-37%,0%,4%,-3%,-1%
O=C(Nc1ccc(OC(=O)N2CCCC2)cc1)N1CCOCC1,4,5%,-4%,18%[59 µM],-2%,-6%,-1%,27%,-9%
Nc1nnc(P(c2ccccc2)c2ccccc2)s1,-4,-35%,2%,-3%,-17%,1%,3%,18%,1%
O=C1NC(=O)C(=Cc2csc3ccccc23)C(=O)N1,u,-11%,-9%,8.9µM*,u,-5%,6%,8%,-6%
OC(CN1CCCCC1)c1c[nH]c2ccccc12 (stereo not drawn),1,-7%,-5%,5%,-11%,-1%,3%,14%,14%
CN1C(=O)C(Cc2cccs2)C(=O)N(C)C1=O,2,-33%,-7%,u,-10%,x,-15%,34%,65%[activator]
C=CCn1c(O)c(C(CC)=NCc2cc(OC)cc(OC)c2)c(=O)[nH]c1=O,-4,-1%,2%,5%[59 µM],6%,-3%,5%,33%,4%
Cc1cccc(NC(=O)[C@@H](NC(=O)N2C[C@H]3C[C@@H](C2)c2cccc(=O)n2C3)C(C)C)c1,4,-7%,-2%,x,20%,-6%,-1%,26%,0%
COc1ccc(-n2c(O)c(C(C)=NCc3ccc4c(c3)OCO4)c(=O)[nH]c2=O)cc1,0,-6%,-8%,7%,-12%,5%,-5%,8%,2%
CC(C)c1oc(=O)cc2c1[C@@H](O)[C@H]1OC(=O)[C@@]3(C)C[C@@H](O)[C@@H](O)[C@@]2(C)C13 (stereo partly drawn),-1,-8%,-7%,-19%,40%[activator],-7%,-6%,16%,-2%
COc1cc(C(=O)O)cc(OC)c1OC,4,-2%,-11%,x,x,-20%,2%,48%[activator],-7%
CCN1CC2(COC(=O)c3ccccc3N)CCC(OC)C34C5CC6C(OC)CC(O)(C5C6OC)C(O)(C(OC)C23)C14 (stereo not drawn),3,-6%[57.1 µM],-9%,-7%[59 µM],7%,3%,6%,5%,-7%
COC(=O)C1=C(c2ccccc2OCc2ccccc2)C[C@@H]2CC[C@H]1N2C(=O)NCc1ccc(Cl)cc1,4,-15%,-2%,-6%[0.501 µM],-5%,-5%,1%,29%,-1%
CCOCCCNC(=O)c1c[nH]c2ccc(S(=O)(=O)N(C)c3ccc(Cl)cc3F)cc2c1=O,-2,-23%,1%,2%[59 µM],0%,1%,12%,49%[activator],2%
Cc1nccc2c1[nH]c1ccc(Br)cc12,2,-21%,0%,12%[12.7 µM],12%,2%,1%,7%,6%
CCC(=NCCCN(CC)CC)c1c(O)n(-c2ccccc2)c(=O)[nH]c1=O,-3,-8%,-4%,-6%,-2%,9%,5%,41%[activator],3%
CCC(=NCCc1ccccc1)c1c(O)n(C2CCCCC2)c(=O)[nH]c1=O,-3,-28%,-2%,-20%[59 µM],-21%,-3%,1%,10%,2%
COc1ccc(C2=NCC(=O)N(CC(=O)NCc3ccco3)c3sc4c(c32)CCCC4)cc1OC,-4,-34%,4%,16µM*,-38%,x,2%,-4%,4%
CCCc1cc(=O)oc2cc(OCC(=O)N3CCN(Cc4ccc5c(c4)OCO5)CC3)ccc12,-1,-32%,-6%,-36%,50µM*,20%,1%,23%,-3%
Cc1ccc(-n2c(/C=C/c3ccc(Br)s3)nc3ccccc3c2=O)cc1,1,-16%,-9%,-43%[59 µM],u,-3%,11%,14%,1%
O=C(C1CC(=O)N(C2CCCCCCC2)C1)N1CCC2(CC1)OCCO2 (stereo not drawn),2,-11%,-5%,-12%[59 µM],-30%,-6%,5%,9%,-2%
COC(=O)CC1NC2CCCCC2NC1=O (stereo not drawn),9,9%,i,-1%[12.7 µM],6%,0%,-2%,31%,2%
CCCOc1ccc(C(C)=O)cc1Cc1c(O)[nH]c(=S)[nH]c1=O,-4,-22%,i,x,13%,9%,-8%,1%,7%
CC/C(=N\N1CCCCC1)c1c(O)[nH]c(=O)[nH]c1=O,1,-14%,-5%,2%,-15%,-6%,-12%,-5%,4%
OC1/C(=C/c2ccc(C(F)(F)F)cc2)N2CCC1CC2 (stereo not drawn),3,-2%,i,3%,-7%,2%,-5%,39%[activator],-13%
COc1ccc(CCNC(=O)c2c(N)n(CCN3CCOCC3)c3nc4ccccc4nc23)cc1OC,-1,-4%,x,u,-2%,x,5%,79%,-4%
O=c1[nH]c(=S)n(C2CC2)c(O)c1C=NCc1cccnc1,39,28µM*,-2%,u,-4%,-12%,-2%,29%,-13%
Cc1nc2cc(C(=O)N3CCC4(CC3)OCCO4)ccc2n1-c1cccc(F)c1,3,0%,-5%,-13%,-5%,6%,-9%,32%,6%
CC1CN=C(Nc2ccc(F)cc2)S1 (stereo not drawn),4,-4%,-9%,u,-5%,-10%,-10%,8%,9%
CCOC(=O)c1c(-n2c(C)cc(C=C3C(=O)NC(=O)NC3=O)c2C)sc2c1CCCC2,-12,1%,-1%,u,5%,-5%,u,36%,-2%
OCC1CN1C1CCCCC1 (stereo not drawn),1,-19%,-10%,x,x,3%,0%,10%,-4%
CCOP(=O)(OCC)/C(C#N)=C/c1cc(OC)ccc1OC,8,-8%,i,-8%[2.33 µM],-6%,-7%,-4%,41%[activator],-2%
CCN1CCN(C(=O)COc2cc(=O)n(CC)c3ccccc23)CC1,2,4%,2%,u,-5%,4%,-17%,20%,10%

# Screening data as filed in PubChem.
